SKN-1 block – C. elegans SKN-1 inhibition | C. elegans VP596 Pgst-4::GFP/RFP ratio, acrylamide-induced, 24 h | inhibition, % at 21.8 µM | 0.49% of 360,000 active | AID 624304;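 active = interference check ratio from 0.5 to 1.5 plus GFP to RFP signal ratio inhibition reaching or exceeding a fixed threshold, cut at about 30% in these data, passing the limit was not always enough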; note: some compounds called inactive have numbers as strong as hits
NadD block – NadD (S. aureus) enzyme inhibition. purified NadD enzyme, colorimetric absorbance read-out. inhibition, % at 20 µM. 0.78% of 360,000 active. AID 602399; in the data active = inhibition above about 26%; note: some compounds past the cut are filed as inactive
FAS TE block – FAS thioesterase (human) inhibition | 0.67% of 360,000 active | AID 602261 | recombinant FAS-TE, OMFH fluorogenic substrate, fluorescence endpoint | inhibition, % at 15 µM | P49327;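 active = compounds whose normalised, plate-corrected inhibition of enzyme fluorescence in the single-dose primary screen is 50% or more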;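 note: 0% = DMSO with enzyme and 100% = substrate without enzyme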
Target sequence (P49327 whole entry, looked up): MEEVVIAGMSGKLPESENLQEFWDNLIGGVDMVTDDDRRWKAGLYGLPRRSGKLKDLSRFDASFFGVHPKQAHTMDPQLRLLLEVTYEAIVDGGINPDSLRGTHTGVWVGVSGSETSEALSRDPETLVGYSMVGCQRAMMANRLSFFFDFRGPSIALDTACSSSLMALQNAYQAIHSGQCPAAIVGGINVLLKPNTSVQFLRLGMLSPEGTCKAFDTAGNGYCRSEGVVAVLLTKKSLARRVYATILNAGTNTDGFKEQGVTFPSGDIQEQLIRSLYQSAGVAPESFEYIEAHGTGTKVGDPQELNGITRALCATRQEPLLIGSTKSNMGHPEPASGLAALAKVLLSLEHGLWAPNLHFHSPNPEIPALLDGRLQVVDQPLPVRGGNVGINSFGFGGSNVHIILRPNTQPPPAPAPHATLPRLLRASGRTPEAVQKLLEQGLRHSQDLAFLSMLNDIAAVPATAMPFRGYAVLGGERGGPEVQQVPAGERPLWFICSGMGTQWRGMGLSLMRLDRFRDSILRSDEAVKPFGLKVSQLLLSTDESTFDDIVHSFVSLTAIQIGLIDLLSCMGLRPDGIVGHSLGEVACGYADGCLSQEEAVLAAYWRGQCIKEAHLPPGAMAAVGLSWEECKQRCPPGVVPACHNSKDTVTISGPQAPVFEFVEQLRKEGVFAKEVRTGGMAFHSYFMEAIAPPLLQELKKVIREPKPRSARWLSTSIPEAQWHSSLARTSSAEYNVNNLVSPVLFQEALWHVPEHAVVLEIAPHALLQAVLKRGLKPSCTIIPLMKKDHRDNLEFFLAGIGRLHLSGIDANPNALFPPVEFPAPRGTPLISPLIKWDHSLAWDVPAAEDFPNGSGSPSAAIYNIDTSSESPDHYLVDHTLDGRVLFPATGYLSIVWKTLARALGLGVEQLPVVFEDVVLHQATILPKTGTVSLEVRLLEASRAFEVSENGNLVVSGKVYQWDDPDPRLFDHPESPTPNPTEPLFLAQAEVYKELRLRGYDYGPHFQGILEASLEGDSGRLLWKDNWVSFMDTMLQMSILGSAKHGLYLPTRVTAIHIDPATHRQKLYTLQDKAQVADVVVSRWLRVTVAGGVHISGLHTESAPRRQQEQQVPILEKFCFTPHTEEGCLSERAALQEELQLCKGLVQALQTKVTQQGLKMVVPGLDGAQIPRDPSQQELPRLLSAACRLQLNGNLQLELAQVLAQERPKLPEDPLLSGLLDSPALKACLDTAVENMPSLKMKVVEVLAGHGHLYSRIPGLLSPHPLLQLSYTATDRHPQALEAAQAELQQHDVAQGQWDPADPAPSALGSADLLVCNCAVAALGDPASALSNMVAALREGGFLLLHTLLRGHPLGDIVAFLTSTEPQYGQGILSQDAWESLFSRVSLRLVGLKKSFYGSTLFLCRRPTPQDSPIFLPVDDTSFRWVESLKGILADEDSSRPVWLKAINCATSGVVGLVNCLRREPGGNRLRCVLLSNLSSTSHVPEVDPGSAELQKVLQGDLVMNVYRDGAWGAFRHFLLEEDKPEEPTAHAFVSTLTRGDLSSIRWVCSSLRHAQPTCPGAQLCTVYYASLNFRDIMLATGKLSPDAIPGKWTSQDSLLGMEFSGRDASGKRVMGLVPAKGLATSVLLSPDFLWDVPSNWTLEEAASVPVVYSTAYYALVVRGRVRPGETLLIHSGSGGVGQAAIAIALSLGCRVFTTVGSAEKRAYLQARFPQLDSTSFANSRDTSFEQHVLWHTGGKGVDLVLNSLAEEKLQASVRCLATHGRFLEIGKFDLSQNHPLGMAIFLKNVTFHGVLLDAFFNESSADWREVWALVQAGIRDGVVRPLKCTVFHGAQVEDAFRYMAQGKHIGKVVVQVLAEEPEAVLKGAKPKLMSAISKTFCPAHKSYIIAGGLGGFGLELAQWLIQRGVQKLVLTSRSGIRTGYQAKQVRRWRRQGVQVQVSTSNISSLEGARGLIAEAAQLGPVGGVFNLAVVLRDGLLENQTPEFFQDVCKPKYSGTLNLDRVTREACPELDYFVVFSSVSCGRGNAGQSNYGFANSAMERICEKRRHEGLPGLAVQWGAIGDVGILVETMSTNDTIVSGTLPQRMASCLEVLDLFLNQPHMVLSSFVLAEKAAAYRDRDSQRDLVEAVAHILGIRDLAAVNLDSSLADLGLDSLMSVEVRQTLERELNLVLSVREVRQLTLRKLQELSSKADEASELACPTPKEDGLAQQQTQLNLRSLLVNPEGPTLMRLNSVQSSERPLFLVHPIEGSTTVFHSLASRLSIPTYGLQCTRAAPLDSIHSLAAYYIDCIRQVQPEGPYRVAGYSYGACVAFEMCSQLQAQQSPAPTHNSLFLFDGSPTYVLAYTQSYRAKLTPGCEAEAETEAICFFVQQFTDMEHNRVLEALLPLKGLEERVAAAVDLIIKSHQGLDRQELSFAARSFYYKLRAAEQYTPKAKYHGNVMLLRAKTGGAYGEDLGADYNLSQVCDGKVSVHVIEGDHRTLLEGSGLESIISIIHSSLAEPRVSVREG
CSN inh – CSN deneddylation inhibition. inhibition, % at 12.5 µM. Q92905. AID 651999. Purified CSN, SCF-Nedd8-OG deneddylation, fluorescence polarization. 0.38% of 360,000 active;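 active = pattern-corrected inhibition above about 35%, with an unprinted fluorescence ratio check between 0.5 and 1.5, limit read from the data, passing the limit was not always enough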;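 note: 0% = enzyme with substrate and 100% = substrate without enzyme; some results filed as inactive read as strong as hits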
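Assay system: purified human Csn5 enzyme expressed in HEK293T cells; measure: % inhibition; also added: SCFSkp2-Nedd8OG substrate at 10 nM final; technique: fluorescence polarization; times: reaction 90 min, room temperature; medium: Tris buffer pH 7.5, NaCl, DTT, Tween-20, trehalose, ovalbumin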
Rpn11 inh – blocks the human proteasome subunit Rpn11 | O00487 | human 26S proteasome, Ub4-pepOG fluorescence polarization; 20S core pre-blocked with epoxomicin | calls only at 20 µM | 0.59% of 360,000 active | AID 588493;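 active = inhibition at 20 µM, scaled to each plate's controls, above about 33%, limit read from the data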
MT1-MMP act inh – inhibitors of human MT1-MMP activation; P50281; HT1080 RFP-PRO-GFP cells, GFP/RFP ratio fluorescence, overnight; percent of plate control window, DMSO zero; GFP/RFP ratio change, % at 20 µM; 0.061% of 360,000 active;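 active = GFP/RFP ratio change of at least 30% with cell ATP level not reduced by more than half and red fluorescence within 50% of control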; note: strong numbers were not always called active
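Test system: HT1080 RFP-PRO-GFP cells; Benchmarks: DMSO and RFP-L50D-GFP cell wells; Timing: cells overnight before dosing, compound overnight, 37 °C, 5% CO2; Compound: one 20 µM compound dose with 1% DMSO; Read-out: GFP/RFP fluorescence ratio.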
Rin1 Abl inh – human Rin1-Abl interaction inhibition. P00519+Q13671. TR-FRET Rin1/Abl binding, biochemical. inhibition, % at 7.35 µM. 0.4% of 360,000 active. AID 588664; in the data active = inhibition above about 5%, passing the limit was not always enough
Neddylation inh – inhibitors of human cullin neddylation | P61081+Q13564 | TR-FRET cullin neddylation, biochemical | calls only at 25 µM | 0.58% of 360,000 active | AID 651699; in the data active = inhibition above about 36%
MLLE-PAM2 inh – blocks PAM2 peptide binding to the PABP1 MLLE domain; P11940; GST-MLLE / FITC-PAM2 fluorescence polarization; inhibition, % at 20 µM; 0.36% of 360,000 active; in the data active = inhibition above about 35%, passing the limit was not always enough;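 note: plate controls were DMSO wells with GST-MLLE for no effect and wells lacking GST-MLLE protein for full effect; some results filed as inactive read as strong as hits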
* marks the source's active call; other numbers are inactive results. The order is random, and some 3.9% of all compounds hit somewhere here.

What do the screens show for `CC1C=CCC2C(=O)N(c3cccc(C(=O)N4CCCCCC4)c3)C(=O)C12` (stereo not given)?
SKN-1 block: 6; NadD block: -3; FAS TE block: -4; CSN inh: 0; Rpn11 inh: inactive; MT1-MMP act inh: -3; Rin1 Abl inh: -1; Neddylation inh: inactive; MLLE-PAM2 inh: 15

How did CCc1cc(CNC(=O)C2CCC(=O)N(Cc3ccccc3F)C2)on1 (stereo not given) do in these assays?
SKN-1 block: -10; NadD block: -5; FAS TE block: 0; CSN inh: 3; Rpn11 inh: inactive; MT1-MMP act inh: 1; Rin1 Abl inh: -1; Neddylation inh: inactive; MLLE-PAM2 inh: -14

Results for CC1Cc2ccccc2N1C(=O)CSc1nn2c(=O)c(C(C)(C)C)nnc2s1 (stereo not given) ?
SKN-1 block: 0; NadD block: 2; FAS TE block: 26; CSN inh: -1; Rpn11 inh: inactive; MT1-MMP act inh: -6; Rin1 Abl inh: -3; Neddylation inh: inactive; MLLE-PAM2 inh: 4

How did COc1cccc(-c2nc(C(N)=O)c3[nH]c(=O)n(-c4cccc(Cl)c4)c3n2)c1OC do in these assays?
SKN-1 block: -4; NadD block: 12; FAS TE block: 2; CSN inh: 1; Rpn11 inh: inactive; MT1-MMP act inh: 1; Rin1 Abl inh: 0; Neddylation inh: inactive; MLLE-PAM2 inh: 6

Results for O=C(NCc1ccccc1F)C1CCCN(c2cnccn2)C1 (stereo not given) ?
SKN-1 block: 16; NadD block: 2; FAS TE block: -3; CSN inh: 0; Rpn11 inh: inactive; MT1-MMP act inh: -1; Rin1 Abl inh: -2; Neddylation inh: inactive; MLLE-PAM2 inh: -4

How did COc1cc(NC(=O)C2C3C=CC(C3)C2C(=O)O)ccc1NC(=O)c1ccccc1 (stereo not given) do in these assays?
SKN-1 block: 23; NadD block: 1; FAS TE block: -8; CSN inh: 0; Rpn11 inh: inactive; MT1-MMP act inh: 2; Rin1 Abl inh: 2; Neddylation inh: inactive; MLLE-PAM2 inh: -14

How did COc1ccc(/C=C/C(=O)Nc2cc(=O)n(C)c(=O)n2C)cc1 do in these assays?
SKN-1 block: -9; NadD block: 2; FAS TE block: -7; CSN inh: -15; Rpn11 inh: inactive; MT1-MMP act inh: 1; Rin1 Abl inh: -1; Neddylation inh: inactive; MLLE-PAM2 inh: -5

What do the screens show for `Cc1ccsc1-c1cc2nc(NCCOc3ccccc3Cl)n(C)c(=O)c2s1`?
SKN-1 block: -5; NadD block: 19; FAS TE block: 21; CSN inh: -2; Rpn11 inh: inactive; MT1-MMP act inh: -2; Rin1 Abl inh: -2; Neddylation inh: inactive; MLLE-PAM2 inh: 20

Results for CCCS(=O)(=O)NC(=O)C1(C)CCN(C(=O)c2ccc(OC)cc2OC)C1 (stereo not given) ?
SKN-1 block: 9; NadD block: 4; FAS TE block: -2; CSN inh: -4; Rpn11 inh: inactive; MT1-MMP act inh: -4; Rin1 Abl inh: -5; Neddylation inh: inactive; MLLE-PAM2 inh: 8

Results for CS(=O)(=O)c1ccc(-c2cccc(NC(=O)COc3ccccc3)c2)nn1 ?
SKN-1 block: -5; NadD block: -1; FAS TE block: -1; CSN inh: 1; Rpn11 inh: inactive; MT1-MMP act inh: -5; Rin1 Abl inh: 0; Neddylation inh: inactive; MLLE-PAM2 inh: 13

Results for CNC(=S)NCc1ccc2[nH]c(C)cc2c1 ?
SKN-1 block: 8; NadD block: 6; FAS TE block: -2; CSN inh: 0; Rpn11 inh: inactive; MT1-MMP act inh: 3; Rin1 Abl inh: -3; Neddylation inh: inactive; MLLE-PAM2 inh: -30

How did Cc1ccccc1SCC(=O)NNC(=O)c1ccccc1O do in these assays?
SKN-1 block: -7; NadD block: -2; FAS TE block: 4; CSN inh: -1; Rpn11 inh: inactive; MT1-MMP act inh: 4; Rin1 Abl inh: 1; Neddylation inh: inactive; MLLE-PAM2 inh: 9

A draw from above in order of heavy-atom count, falling:
How did COc1cccc(-c2nc(C(N)=O)c3[nH]c(=O)n(-c4cccc(Cl)c4)c3n2)c1OC do in these assays?
SKN-1 block: -4; NadD block: 12; FAS TE block: 2; CSN inh: 1; Rpn11 inh: inactive; MT1-MMP act inh: 1; Rin1 Abl inh: 0; Neddylation inh: inactive; MLLE-PAM2 inh: 6

Results for CC1Cc2ccccc2N1C(=O)CSc1nn2c(=O)c(C(C)(C)C)nnc2s1 (stereo not given) ?
SKN-1 block: 0; NadD block: 2; FAS TE block: 26; CSN inh: -1; Rpn11 inh: inactive; MT1-MMP act inh: -6; Rin1 Abl inh: -3; Neddylation inh: inactive; MLLE-PAM2 inh: 4

Results for CS(=O)(=O)c1ccc(-c2cccc(NC(=O)COc3ccccc3)c2)nn1 ?
SKN-1 block: -5; NadD block: -1; FAS TE block: -1; CSN inh: 1; Rpn11 inh: inactive; MT1-MMP act inh: -5; Rin1 Abl inh: 0; Neddylation inh: inactive; MLLE-PAM2 inh: 13

How did COc1ccc(/C=C/C(=O)Nc2cc(=O)n(C)c(=O)n2C)cc1 do in these assays?
SKN-1 block: -9; NadD block: 2; FAS TE block: -7; CSN inh: -15; Rpn11 inh: inactive; MT1-MMP act inh: 1; Rin1 Abl inh: -1; Neddylation inh: inactive; MLLE-PAM2 inh: -5

The results go on.
What do the screens show for `O=C(NCCc1ccccc1)C1CCCN1S(=O)(=O)c1cccc2nsnc12` (stereo not given)?
SKN-1 block: 12; NadD block: 0; FAS TE block: -6; CSN inh: 6; Rpn11 inh: inactive; MT1-MMP act inh: -3; Rin1 Abl inh: -2; Neddylation inh: inactive; MLLE-PAM2 inh: -3

What do the screens show for `CC1CC(C)CN(C(=O)c2cccc3c2-c2ccccc2C3=O)C1` (stereo not given)?
SKN-1 block: 1; NadD block: 3; FAS TE block: 12; CSN inh: 0; Rpn11 inh: inactive; MT1-MMP act inh: 2; Rin1 Abl inh: 0; Neddylation inh: inactive; MLLE-PAM2 inh: -1

How did OC12CC3C[C@H](C1)C(N1CCOCC1)[C@@H](C3)C2 (stereo not given in full) do in these assays?
SKN-1 block: 13; NadD block: 4; FAS TE block: -2; CSN inh: -4; Rpn11 inh: inactive; MT1-MMP act inh: 3; Rin1 Abl inh: -2; Neddylation inh: inactive; MLLE-PAM2 inh: -6

What do the screens show for `CCO[C@@H]1OC(C(=O)O)=C[C@H](C2CC2)[C@H]1CCCO`?
SKN-1 block: 8; NadD block: 3; FAS TE block: -11; CSN inh: -1; Rpn11 inh: inactive; MT1-MMP act inh: 4; Rin1 Abl inh: 2; Neddylation inh: inactive; MLLE-PAM2 inh: -12

What do the screens show for `Cc1cc(C)c(NC(=O)NC(=O)c2ccc(F)cc2)c(C)n1`?
SKN-1 block: 6; NadD block: -3; FAS TE block: -7; CSN inh: 1; Rpn11 inh: inactive; MT1-MMP act inh: 6; Rin1 Abl inh: 0; Neddylation inh: inactive; MLLE-PAM2 inh: 4

What do the screens show for `Cc1nn(C2CCS(=O)(=O)C2)c(C)c1CN(C)C(=O)c1ccc(S(=O)(=O)N(C)C)cc1` (stereo not given)?
SKN-1 block: 10; NadD block: -4; FAS TE block: -5; CSN inh: -1; Rpn11 inh: inactive; MT1-MMP act inh: 1; Rin1 Abl inh: 4; Neddylation inh: inactive; MLLE-PAM2 inh: -8

What do the screens show for `C=CCSc1nc(Oc2ccccc2)c2sccc2n1`?
SKN-1 block: 7; NadD block: 7; FAS TE block: 25; CSN inh: -1; Rpn11 inh: inactive; MT1-MMP act inh: 6; Rin1 Abl inh: 2; Neddylation inh: inactive; MLLE-PAM2 inh: -3

How did CNc1cncc(-c2cccc(C(C)=O)c2)n1 do in these assays?
SKN-1 block: 4; NadD block: -6; FAS TE block: -6; CSN inh: -5; Rpn11 inh: inactive; MT1-MMP act inh: -6; Rin1 Abl inh: -6; Neddylation inh: inactive; MLLE-PAM2 inh: -9

What do the screens show for `COc1cc(Br)cc(/C=N/c2ncn[nH]2)c1O`?
SKN-1 block: -14; NadD block: -1; FAS TE block: -5; CSN inh: -4; Rpn11 inh: inactive; MT1-MMP act inh: -5; Rin1 Abl inh: -1; Neddylation inh: inactive; MLLE-PAM2 inh: 7

How did c1ccc(OCc2nc(-c3cccs3)no2)cc1 do in these assays?
SKN-1 block: 40*; NadD block: -7; FAS TE block: 5; CSN inh: 6; Rpn11 inh: inactive; MT1-MMP act inh: 5; Rin1 Abl inh: 2; Neddylation inh: inactive; MLLE-PAM2 inh: 0

What do the screens show for `Cc1c(C(=O)NCc2ccc([N+](=O)[O-])cc2)sc(=O)n1Cc1ccc2c(c1)OCO2`?
SKN-1 block: 15; NadD block: -3; FAS TE block: 27; CSN inh: -1; Rpn11 inh: inactive; MT1-MMP act inh: 7; Rin1 Abl inh: 0; Neddylation inh: inactive; MLLE-PAM2 inh: 8

What do the screens show for `CSc1ccc(S(=O)(=O)N2CCN(Cc3ccc4c(c3)OCO4)CC2)cc1`?
SKN-1 block: 12; NadD block: -1; FAS TE block: 20; CSN inh: 1; Rpn11 inh: inactive; MT1-MMP act inh: 4; Rin1 Abl inh: 2; Neddylation inh: inactive; MLLE-PAM2 inh: 1

Results for COc1cc([N+](=O)[O-])ccc1NC(=O)C1CCCN(S(C)(=O)=O)C1 (stereo not given) ?
SKN-1 block: 10; NadD block: -1; FAS TE block: -1; CSN inh: -4; Rpn11 inh: inactive; MT1-MMP act inh: -6; Rin1 Abl inh: -3; Neddylation inh: inactive; MLLE-PAM2 inh: 26

Results for Cc1ccc(CN(C)C(=O)c2cccc(S(=O)(=O)N3CCc4ccccc4C3)c2)o1 ?
SKN-1 block: 5; NadD block: 0; FAS TE block: 20; CSN inh: -3; Rpn11 inh: inactive; MT1-MMP act inh: -1; Rin1 Abl inh: 5; Neddylation inh: inactive; MLLE-PAM2 inh: -2

What do the screens show for `Cc1ccc(C)c(NC(=O)c2ccc(N(C)S(C)(=O)=O)cc2)c1`?
SKN-1 block: -10; NadD block: -5; FAS TE block: -4; CSN inh: -1; Rpn11 inh: inactive; MT1-MMP act inh: 6; Rin1 Abl inh: -1; Neddylation inh: inactive; MLLE-PAM2 inh: -10

How did COc1cccc(CNc2nc3nc(C)c(Cl)c(C)n3n2)c1 do in these assays?
SKN-1 block: 28; NadD block: 6; FAS TE block: -3; CSN inh: -2; Rpn11 inh: inactive; MT1-MMP act inh: 2; Rin1 Abl inh: 1; Neddylation inh: inactive; MLLE-PAM2 inh: -13

What do the screens show for `O=C(Nc1nc2c(F)cccc2s1)c1ccco1`?
SKN-1 block: -4; NadD block: 3; FAS TE block: -4; CSN inh: -5; Rpn11 inh: inactive; MT1-MMP act inh: -2; Rin1 Abl inh: -1; Neddylation inh: inactive; MLLE-PAM2 inh: 8

How did Cc1ccc(CN2C(=O)CCC2C(=O)NCCN(CC(C)C)CC(C)C)cc1 (stereo not given) do in these assays?
SKN-1 block: -5; NadD block: -8; FAS TE block: -8; CSN inh: 2; Rpn11 inh: inactive; MT1-MMP act inh: 3; Rin1 Abl inh: 2; Neddylation inh: inactive; MLLE-PAM2 inh: 12

Results for O=C(NCc1cccs1)C1CCC(CNS(=O)(=O)c2ccccc2)CC1 (stereo not given) ?
SKN-1 block: -7; NadD block: -4; FAS TE block: -6; CSN inh: 0; Rpn11 inh: inactive; MT1-MMP act inh: 0; Rin1 Abl inh: -2; Neddylation inh: inactive; MLLE-PAM2 inh: -3
